AddAB inh: less growth of phage-infected E. coli with AddAB | inhibition, % at 11.9 µM | E. coli expressing H. pylori AddAB, absorbance growth | 330,000 tested, 0.29% active; in the data active = inhibition above about 12%;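 note: 0% = vehicle wells of infected cells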
SUMO Mot1 rescue: blocks SUMOylation pathway, rescuing yeast Mot1-301 growth; S. cerevisiae Mot1-301 growth rescue, ATP luminescence, 38.5C; percent above DMSO median, 100 means doubled; growth rescue, % at 18.8 µM; 320,000 tested, 1% active;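 active = every valid replicate shows activation above 250% relative to neutral control wells; inactive = the rest, any valid replicate at or below 250%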;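 note: OY570 slx delta 5 strain wells were the positive control but not used for scaling; some compounds called inactive have numbers as strong as hits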
MOR-DOR ag: agonists of human mu-delta opioid receptor heterodimerization; P35372+P41143; 340,000 tested, 0.3% active; cells, OPRM1-OPRD1 heterodimerization, luminescence; AID 504326; activation, % at 9.3 µM; in the data active = activation above about 18%;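 note: 0% = vehicle-treated cells and 100% = reference agonist; values of inactives mirror those of a sister screen read the other way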
Target sequence (P35372 whole entry, looked up): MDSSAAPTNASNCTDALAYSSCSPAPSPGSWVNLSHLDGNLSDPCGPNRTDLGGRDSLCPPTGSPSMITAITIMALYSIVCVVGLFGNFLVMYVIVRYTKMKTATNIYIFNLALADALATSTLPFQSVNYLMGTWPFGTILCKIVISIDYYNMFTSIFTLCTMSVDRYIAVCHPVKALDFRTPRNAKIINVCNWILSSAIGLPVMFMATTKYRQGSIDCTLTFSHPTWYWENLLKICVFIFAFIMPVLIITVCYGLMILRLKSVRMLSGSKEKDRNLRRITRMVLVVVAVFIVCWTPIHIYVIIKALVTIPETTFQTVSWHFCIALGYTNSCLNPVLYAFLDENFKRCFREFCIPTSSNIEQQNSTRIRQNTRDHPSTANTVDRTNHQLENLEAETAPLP
Target sequence (P41143 whole entry, looked up): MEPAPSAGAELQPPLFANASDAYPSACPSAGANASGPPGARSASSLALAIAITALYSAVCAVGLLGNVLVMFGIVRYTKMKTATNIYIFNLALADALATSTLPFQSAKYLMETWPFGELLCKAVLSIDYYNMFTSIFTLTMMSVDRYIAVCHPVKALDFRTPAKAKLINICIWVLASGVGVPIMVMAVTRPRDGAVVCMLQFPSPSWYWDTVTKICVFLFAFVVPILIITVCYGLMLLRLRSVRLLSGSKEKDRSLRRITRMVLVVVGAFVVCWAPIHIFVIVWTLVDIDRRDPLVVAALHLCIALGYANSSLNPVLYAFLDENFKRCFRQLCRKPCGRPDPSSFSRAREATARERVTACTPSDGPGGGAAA
PfHsp90 yeast 2: inhibits growth of yeast expressing Plasmodium falciparum Hsp90; inhibition, % at 9.4 µM; S. cerevisiae expressing PfHsp90, BacTiter-Glo ATP, 48 h; yeast lacking PDR1 and PDR3 efflux regulators; AID 504621; 310,000 tested, 0.32% active;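 active = every replicate shows inhibition above about 80%, whatever the replicate mean, limit read from the data; inconclusive = mean inhibition reaches the set limit but some replicate falls short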;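 note: 0% = DMSO neutral controls and 100% = 20 µM radicicol positive controls; yeast relying on Plasmodium falciparum Hsp90 in place of its own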
MOR-DOR inv ag: inverse agonists of human mu-delta opioid receptor heterodimerization. inhibition, % at 9.3 µM. 340,000 tested, 0.21% active. cell-based MOR-DOR heterodimer luminescence, inverse agonism. P35372+P41143; in the data active = inhibition above about 22%, passing the limit was not always enough;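 note: 0% = cells with DMSO and 100% = wells without cells with DMSO; values of inactives mirror those of a sister screen read the other way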
Pemphigus Ab inh: blocks pemphigus antibody binding to human desmoglein-3 | P32926 | DSG3-coupled beads, scFv-anti-DSG3-GFP binding, flow cytometry; stronger effect = lower value | binding (percent of control), % at 10 µM | 310,000 tested, 0.48% active | AID 588358;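 active = binding more than 3 SD below its plate's average and above zero; inconclusive = below that plate limit but binding exactly zero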;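 note: hits lower antibody fragment binding to DSG3; some compounds called inactive have numbers as strong as hits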
Tat transport: inhibitors of E. coli Tat protein transport. inhibition, % at 10 µM. AID 488895. 340,000 tested, 0.036% active. E. coli MC4100 TorA-mCherry Tat export, fluorescence;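 active = mean replicate inhibition at least 50% and at least half of replicates individually reaching 50%; inconclusive = only one of the two criteria met; inactive = neither criterion met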;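 note: exported cargo escapes ClpAP degradation while cytoplasmic cargo is degraded and loses fluorescence; 0% = median of neutral control wells and 100% = median of NaSCN control wells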
PKA-R1A act: PKA-R1A complex activation; P00514+P68181; PKA-R1A dissociation, Cy5-IP20 fluorescence polarization; scaled: DMSO 0%, 113 µM cGMP 100%; activation, % at 11.4 µM; 340,000 tested, 0.083% active; AID 504707;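 active = percent activation above the mean of all tested compounds plus 3 SD, cut at about 19% in these data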;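 note: higher means more PKAc released from R1A so a rise in polarization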
Arr AP2 block: human beta-arrestin and AP2 interaction inhibition. FITC-arrestin peptide / GST-AP2 beads, flow cytometry; AP2 beta2 appendage carries R879A mutation. AID 504490. 340,000 tested, 0.31% active. inhibition, % at 10 µM;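 active = inhibition above a set limit, near 3 SD of compounds lacking own fluorescence, cut at about 54% in these data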;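 note: plate controls were DMSO wells for no effect and 5 µM unlabelled arrestin peptide for full effect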
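Assay system: GST-AP2 R879A bound to glutathione beads, E. coli-expressed; Medium: PBS with 0.05% Tween 20 and 0.1% BSA; Also added: fluorescein-tagged arrestin peptide at 50 nM final; Timing: 12 min plus 1 h, RT; Measured by: flow cytometry, FL1 (488/535 nm); Evaluation: percent drop in bead-associated FITC signal.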
E coli growth: counter-screen for AddAB inhibitors: E. coli growth inhibition; E. coli V3065 growth, OD600 absorbance, 18 h; inhibition, % at 11.9 µM; 330,000 tested, 0.27% active; AID 449728;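 active = inhibition above the campaign's mean inhibition across all tested compounds plus 3 SD, cut at about 9.9% in these data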;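 note: uninfected addAB+ strain grown without phage in ampicillin broth; 0% = DMSO wells and 100% = ciprofloxacin 0.95 µg/ml wells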
phage Ecoli inh: E. coli growth loss with phage present | inhibition, % at 11.9 µM | 360,000 tested, 0.26% active | growth absorbance; in the data active = inhibition above about 11%
* hit, by the source's call; u = inconclusive; x = not tested or not shown. Outcome played no part in choosing rows; overall some 2.8% were active at least once.

SMILES | AddAB inh | SUMO Mot1 rescue | MOR-DOR ag | PfHsp90 yeast 2 | MOR-DOR inv ag | Pemphigus Ab inh | Tat transport | PKA-R1A act | Arr AP2 block | E coli growth | phage Ecoli inh
CC(=O)O[C@]1(C(C)=O)CC[C@H]2[C@@H]3C=C(C)C4=CC(=O)CC[C@@H]4[C@H]3CC[C@@]21C | -2.4 | 3.8 | -0.6 | -16.2 | 3.1 | 111.7 | 14.7 | -8.0 | -1.6 | -0.3 | 4.1
O=C(O)/C=C/C(=O)N1CCN(c2ccccc2F)CC1 | 1.5 | 8.8 | -2.8 | -5.3 | 15.0 | 90.7 | 5.0 | 6.4 | 5.0 | 1.6 | 2.5
COc1ccc(NC2=NCC(=O)N2c2ccccc2)c(OC)c1 | -1.8 | -6.6 | -1.3 | -16.6 | 7.0 | 70.3 | -0.6 | 0.9 | 7.0 | -0.6 | 4.0
CC(C)n1c(/N=C/c2c[nH]c3ccccc23)nc2ccccc21 | 3.0 | 10.5 | 4.1 | -28.1 | -24.0 | 106.8 | -5.8 | -0.4 | -10.5 | 0.9 | 4.3
CCCCOP(=O)(c1ccc(N(C)C)cc1)C(O)c1c(Cl)cccc1Cl (centres undefined) | -2.5 | -23.9 | -2.7 | 16.4 | 12.4 | 97.7 | -2.1 | -1.6 | 11.8 | -2.8 | 1.8
O=C(Cn1c2[n+](c3ccc(C(F)(F)F)cc31)CCCCC2)Nc1ccccc1 | 4.4 | -2.0 | x | 10.2 | x | 107.8 | 17.8 | -6.3 | -64.8 | 0.3 | 3.9
O=C(c1ccco1)N1N=C(c2cccs2)CC1c1cc([N+](=O)[O-])ccc1O (centres undefined) | -0.1 | 369.8 | -3.9 | -18.2 | 12.6 | 110.9 | 33.0 | -19.4 | 15.1 | -1.1 | -1.4
Cc1ccc(NC(=O)CSc2nncs2)cc1Cl | 1.1 | 24.9 | -2.8 | -3.9 | 10.9 | 100.3 | -5.7 | -6.9 | -3.5 | 0.5 | 3.2
O=C(COc1ccc2ccc(=O)oc2c1)N1CCc2ccccc21 | -1.7 | x | -0.1 | 22.8 | 0.5 | 94.4 | 1.4 | -7.5 | 11.1 | 0.5 | -1.1
CC(=O)c1ccc(S(=O)(=O)Nc2cccc(S(=O)(=O)NC3=NCCC3)c2)cc1 | -0.1 | 24.1 | -3.8 | -7.2 | 19.0 | 68.9 | -4.9 | 4.2 | 19.5 | -1.8 | 2.5
Cc1cc(NC(=O)CSc2nnc(-c3ccc([N+](=O)[O-])cc3)o2)no1 | -2.7 | 7.1 | -1.7 | -13.0 | 9.9 | 115.6 | -11.2 | -1.6 | 15.2 | -4.3 | 2.6
CC(C)CN(C(=O)COC(=O)c1cccc2ccccc12)c1c(N)n(Cc2ccccc2)c(=O)[nH]c1=O | 2.5 | 506.9 | -1.9 | x | 12.0 | 96.5 | -0.2 | -3.2 | 8.4 | -0.3 | 2.9
CCN(CC(=O)Nc1c(F)cccc1F)C(=O)CCNS(=O)(=O)c1ccc(C)c(C)c1 | 1.3 | -3.5 | 0.0 | -20.5 | 0.2 | 99.8 | 0.2 | 1.1 | 57.9* | 0.6 | 1.5
CC1Cc2ccccc2N1C(=O)COC(=O)C1(c2ccccc2F)CCCC1 (centres undefined) | 2.4 | -2.9 | 1.3 | 8.5 | -6.7 | 102.1 | 4.8 | -2.7 | -0.9 | -1.4 | 2.7
COc1ccc(/C=N/NC(=O)c2ccc(O)cc2O)cc1CSc1ccccn1 | 1.7 | 9.7 | -2.0 | -5.1 | 8.8 | 98.8 | 1.5 | 7.2 | 47.2 | 1.6 | 3.6
CCN(C(=O)COC(=O)[C@H](C)N=C1NS(=O)(=O)c2ccccc21)C1CCS(=O)(=O)C1 (some centres undefined) | x | x | -3.5 | 30.5 | 18.3 | 101.6 | 3.0 | 1.9 | 6.9 | x | 0.1
CN1CCc2c(OCC(=O)N3N=C(c4cccs4)CC3c3ccc(F)cc3)cccc2C1=O (centres undefined) | 3.5 | 13.2 | -2.4 | -15.1 | 12.1 | 99.2 | 20.2 | 13.3 | -8.5 | -1.2 | 0.0
Cc1ccc(-n2ncc3c(=O)n(CC(=O)N(C(C)C)C(C)C)cnc32)cc1 | -2.7 | 3.7 | -0.7 | -13.0 | 3.2 | 137.4 | -8.4 | 0.7 | -2.2 | -0.2 | 0.6
CCOc1cc(N2CCOCC2)c(OCC)cc1NC(=O)c1cc(-c2ccco2)nc2ccccc12 | -0.5 | -1.1 | 14.8 | -3.2 | -87.5 | 94.3 | -6.5 | -1.4 | 9.8 | 0.1 | -0.7
CSc1ccc(C(=O)NC2CCSc3ccccc32)cc1 (centres undefined) | 3.6 | 3.2 | 3.6 | -18.1 | -29.9 | 105.2 | 28.4 | -13.8 | 8.3 | -0.1 | 4.1

The list goes on; it opens with the 2 that closed the last part.
SMILES | AddAB inh | SUMO Mot1 rescue | MOR-DOR ag | PfHsp90 yeast 2 | MOR-DOR inv ag | Pemphigus Ab inh | Tat transport | PKA-R1A act | Arr AP2 block | E coli growth | phage Ecoli inh
CCOc1cc(N2CCOCC2)c(OCC)cc1NC(=O)c1cc(-c2ccco2)nc2ccccc12 | -0.5 | -1.1 | 14.8 | -3.2 | -87.5 | 94.3 | -6.5 | -1.4 | 9.8 | 0.1 | -0.7
CSc1ccc(C(=O)NC2CCSc3ccccc32)cc1 (centres undefined) | 3.6 | 3.2 | 3.6 | -18.1 | -29.9 | 105.2 | 28.4 | -13.8 | 8.3 | -0.1 | 4.1
CCc1cc2c(=O)[nH]c(Cc3ccc(Cl)cc3)nc2s1 | 2.7 | -3.9 | 0.2 | -17.9 | -0.7 | 105.9 | 2.2 | -9.4 | 2.1 | 0.0 | 3.8
COc1ccc(NS(=O)(=O)c2ccc(OC)c(N(C)S(=O)(=O)c3ccc(Cl)cc3)c2)cc1 | 2.8 | 21.8 | -0.8 | 4.2 | 3.9 | 123.0 | 8.5 | -12.1 | -22.4 | 2.5 | 2.0
Cn1c(N)c(C(=O)COC(=O)c2nc(Cl)ccc2Cl)c(=O)n(C)c1=O | 0.3 | -3.0 | -0.3 | x | 1.3 | 116.4 | u | -13.4 | 13.1 | 1.6 | 3.1
CCCC1CCC(c2nc(-c3cccnc3)no2)CC1 (centres undefined) | -1.7 | 24.0 | 3.4 | x | -17.1 | 94.5 | 1.7 | 5.4 | 14.2 | -0.8 | 4.4
CCNC(=O)NC(=O)c1csc([N+](=O)[O-])c1 | 3.6 | -14.7 | 1.2 | -2.5 | -6.2 | 100.2 | -6.0 | 0.0 | 5.9 | -1.7 | 4.4
COc1ccc(CCN2CCCC(CN(C)C(=O)c3ccoc3C)C2)cc1 (centres undefined) | -2.0 | -2.5 | -4.0 | 4.8 | 22.2 | 102.4 | -19.7 | 10.7 | 0.9 | -0.4 | 2.7
C=CCOc1ccc2ccccc2c1CNCCCN1CCOCC1 | 1.5 | 97.7 | -2.8 | -10.3 | 16.3 | 125.8 | 0.7 | -5.6 | -16.2 | -2.1 | 0.6
CC1(C(=O)N2CCC(CC3CC(c4cccc(Br)c4)=NO3)(C(=O)NCC3CCCCC3)CC2)CC1 (centres undefined) | 0.8 | 4.3 | 3.1 | -4.2 | -16.8 | 101.3 | 3.4 | 2.8 | 6.2 | 1.4 | 0.8
CC(=O)N1N=C(c2cccc(NS(=O)(=O)c3ccc(C)cc3)c2)CC1c1ccco1 (centres undefined) | 0.6 | -17.8 | 0.8 | -11.1 | -3.9 | 94.5 | -0.5 | -8.7 | 22.9 | -1.3 | -1.2
CCN(c1ccccc1)S(=O)(=O)c1cccc(C(=O)N2CCN(S(=O)(=O)c3ccccc3)CC2)c1 | -2.0 | 99.5 | 1.0 | -11.1 | -5.3 | 90.4 | -0.3 | -4.1 | -19.4 | 0.2 | 0.8
O=C(Cn1c(NCCO)nc2ccccc21)NCCc1ccccc1 | 0.3 | x | x | 6.2 | x | 91.3 | 5.6 | -13.5 | -6.6 | -2.8 | 2.0
Nc1ccccc1C(O)(Cc1ccccc1)c1ccccc1 (centres undefined) | -0.9 | 5.1 | 1.9 | -15.0 | -8.6 | 96.3 | -4.6 | -4.2 | 10.0 | 0.0 | 2.9
O=C(NCCn1ccc2ccccc21)c1cccc([N+](=O)[O-])c1 | 2.4 | -20.2 | 0.4 | -3.1 | -2.2 | 99.7 | -6.8 | 1.3 | -3.0 | 1.4 | 3.8
CCCc1cc(=O)oc2c(C)c(OCC(=O)N3CCC(C(N)=O)CC3)ccc12 | 3.5 | 198.0 | -2.1 | 5.0 | 10.8 | 99.4 | -2.1 | -9.7 | 1.2 | -5.2 | 3.7
O=C(COc1ccc(C(=O)Nc2ccc(Cl)cc2)cc1)NCc1ccccc1 | 1.5 | -14.4 | 4.2 | -22.0 | -22.2 | 111.9 | -3.3 | -3.4 | 3.8 | -1.0 | 3.8
CCOC(=O)CCN | 4.1 | 6.4 | -1.9 | 2.9 | 8.9 | 99.6 | 0.0 | -3.8 | 11.6 | -0.6 | -1.8
CC(=O)NC(Cc1ccccc1C)C(=O)NC1CCN(C(=O)NCc2ccccc2)CC1 (centres undefined) | x | x | -1.5 | -1.3 | 9.3 | x | 3.6 | 0.2 | -2.7 | x | 1.5
CC(=O)CSc1nc2ccc(Nc3nc(N4CCOCC4)nc(N4CCOCC4)n3)cc2s1 | -0.3 | 1.8 | -3.0 | x | 14.9 | 94.5 | 23.4 | 7.5 | 8.7 | 1.7 | 1.7
C=C[C@@H]1c2ccccc2N(S(=O)(=O)c2ccc(C)cc2)[C@H](c2ccc(OC(C)=O)cc2)C1(C#N)C#N | -0.3 | -28.1 | -0.7 | -4.0 | 4.1 | 98.5 | -6.9 | -4.1 | 10.2 | 1.8 | -0.2
COc1cc(CNc2ccc3c(c2)CCC3)cc(OC)c1O | 0.3 | -0.1 | 0.2 | -3.1 | -1.1 | 103.7 | -7.1 | -3.9 | 44.4 | -1.3 | -0.6
COc1cccc(Nc2nc(-c3cccnc3)cs2)c1 | 2.6 | 30.7 | -4.5 | -44.4 | 20.6 | 100.2 | -0.6 | 2.7 | 4.8 | -1.4 | 3.9
c1ccc2c(NC3CCCC3)nnc(NC3CCCC3)c2c1 | -1.4 | -12.5 | -0.9 | -4.0 | 5.6 | 110.6 | -2.9 | -1.6 | -3.8 | -1.8 | 0.6
O=C1C(Cl)=C(Nc2cccc(O)c2)C(=O)N1Cc1ccccc1 | 4.0 | -6.5 | 2.0 | -7.2 | -11.7 | 102.7 | 0.2 | -3.8 | -0.2 | 0.6 | 3.3
CCOC(=O)c1nnn(CC(=O)N2N=C(c3ccc(Cl)cc3)CC2c2ccc(OC)cc2)c1C(=O)OCC (centres undefined) | 2.9 | 8.3 | -3.1 | 52.9 | 16.4 | 105.7 | -6.3 | -8.8 | -4.3 | 1.7 | -0.6

Screening data: PubChem, several laboratories
